Screening results from PubChem.
zfTRPN1 agonist – zebrafish TRPN1 channel agonists, primary screen, cell-based, HEK293, calcium fluorescence; activation, % at 3 µM; HEK293 zebrafish TRPN1-YFP, Fluo-8 calcium fluorescence; 100% = response to 87 µM carbachol; AID 1424, 2008; 0.18% of 220,000 active; transient receptor potential cation channel N1 (TRPN1/NompC), Danio rerio;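 active = activation above its plate's cutoff, the mean activation of test wells on that plate plus 3 SD, cut at about 19% in these data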;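 note: 0% = DMSO alone and 100% = 87 µM carbachol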
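Material: zebrafish TRPN1-YFP in HEK293 cells; Doses: single test compound dose, 3 µM nominal, 0.3% DMSO; Timing: dye loading 1 h at 37 °C, then 30 min room temperature; Technique: intracellular calcium fluorescence with Fluo-8; Benchmarks: high carbachol 87 µM, low DMSO alone.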
Runt-SMMHC FRET – inhibitors of RUNX1 Runt–CBFb-SMMHC binding, primary screen, biochemical, FRET, Cerulean-Runt, Venus-CBFb-SMMHC, uHTS | Runt-related transcription factor 1 (Homo sapiens) + Core-binding factor subunit beta … | Cerulean-Runt/Venus-CBFb-SMMHC FRET ratio 530/480, 1 h | inhibition, % at 20 µM | 0.74% of 220,000 active;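 active = mean inhibition across duplicate retests at 20 µM reaching about 50%, limit read from the data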;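 note: 0% = DMSO wells and 100% = wells with excess untagged CBFb-SMMHC; inhibitors lower the FRET ratio by blocking Runt binding to CBFb-SMMHC; some results filed as inactive read as strong as hits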
Target sequence (Q01196 whole entry, looked up): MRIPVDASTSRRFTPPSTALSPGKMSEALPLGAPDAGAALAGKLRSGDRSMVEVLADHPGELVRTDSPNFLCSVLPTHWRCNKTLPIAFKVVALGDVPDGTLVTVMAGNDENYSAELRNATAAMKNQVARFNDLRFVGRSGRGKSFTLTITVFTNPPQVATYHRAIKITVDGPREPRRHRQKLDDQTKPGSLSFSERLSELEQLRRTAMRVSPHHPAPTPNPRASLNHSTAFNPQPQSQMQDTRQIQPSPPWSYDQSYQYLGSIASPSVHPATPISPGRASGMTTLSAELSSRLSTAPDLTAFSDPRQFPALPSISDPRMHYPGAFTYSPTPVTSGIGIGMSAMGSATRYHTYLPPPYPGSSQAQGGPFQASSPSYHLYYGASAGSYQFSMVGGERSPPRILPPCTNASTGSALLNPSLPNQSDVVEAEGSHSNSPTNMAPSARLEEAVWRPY
Target sequence (Q13951 whole entry, looked up): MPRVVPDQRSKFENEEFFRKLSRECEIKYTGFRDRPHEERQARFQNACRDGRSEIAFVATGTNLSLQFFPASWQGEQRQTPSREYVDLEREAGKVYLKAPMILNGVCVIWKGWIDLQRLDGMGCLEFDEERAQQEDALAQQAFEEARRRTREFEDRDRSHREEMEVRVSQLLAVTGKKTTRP
TRPML3 ag – human TRPML3 channel agonists, primary screen, cell-based, HEK293 TRPML3-YFP, Fluo-8 calcium fluorescence, 3 µM; Mucolipin-3 (Homo sapiens), Q8TDD5; 100% = the carbachol control signal; activation, % at 3 µM; 0.29% of 220,000 active;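 active = activation above its plate's cutoff, the mean activation of the plate's test wells plus 3 SD, cut at about 12% in these data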;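 note: 0% = DMSO only wells and 100% = carbachol wells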
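Test system: TRPML3-YFP stable HEK293 cells. Doses: single point at 3 µM. Incubation: dye loading 1 h 37 °C then 30 min ambient, 125 s read. Signal: Fluo-8 calcium dye fluorescence, ex 470-495, em 515-575 nm. Measure: percent activation from peak-to-basal fluorescence ratio, scaled between DMSO and carbachol.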
CHOP inh – inhibitors of CHOP promoter induction, primary screen, cell-based, unfolded protein response, luciferase reporter; CHO-K1 CHOP-promoter luciferase, tunicamycin-induced, 15-18 h; 3.8% of 220,000 active; inhibition, % at 10 µM; AID 2732, 2010;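 active = compounds that reduced the stress-induced luciferase reporter signal by more than about 70% of percent inhibition, limit read from the data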;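 note: 0% = tunicamycin plus vehicle and 100% = wells without tunicamycin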
PPC-1+TRAIL kill – compounds killing PPC-1 cancer cells with TRAIL present, primary screen, TRAIL potentiator project, ATPLite luminescence, uHTS; 0.41% of 220,000 active; cell killing (% activity), % at 4 µM; PPC-1 cells + TRAIL, ATPLite viability luminescence;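 active = cell killing above 50% in the first pass at 4 µM, then a duplicate retest at 5 µM averaging 50% or more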;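 note: plate controls were cells with TRAIL plus DMSO for no effect and medium-only wells lacking cells for full effect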
EBV gp42 block – Epstein-Barr virus gp42 inhibitors, primary screen, biochemical, uHTS, fluorescence polarization; Glycoprotein 42 (Epstein-Barr virus (strain AG876)), Q1HVG2; Fluorescence polarization binding assay, mP read-out; inhibition, % (tested at 21.74 µM); 0.42% of 220,000 active; AID 1085, 2008; in the data active = inhibition above about 50%
Mdm2 ligase inh – MDM2-luciferase reporter signal enhancers, primary screen, MDM2 E3 ligase inhibitor project, cell-based, luminescence, 1536-well. 0.11% of 210,000 active. E3 ubiquitin-protein ligase Mdm2 (Homo sapiens), Q00987. cell-based MDM2 ubiquitination luciferase reporter, 2 h; 0 = plate control, 100 = twice control, blank-subtracted. signal enhancement, % at 5 µM;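 active = signal enhancement of 30% or more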;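 note: luminescence tracks abundance of the self-degrading MDM2-luciferase fusion protein; higher signal means inhibition of MDM2 E3 ligase activity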
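system = mammalian cells stably expressing self-ubiquitinating, self-degrading MDM2 E3–luciferase fusion | quantity = 2000 cells per well seeded | incubation = 4 h cell settling then 2 h compound exposure, 37 °C | signal = SteadyLite luminescence, 15 min reagent step | benchmarks = plate control and blank wells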
TNF necrop inh – inhibitors of TNF-alpha triggered necroptosis, primary screen, cell-based, Jurkat FADD-/-, single concentration. Jurkat FADD-/- TNF necroptosis rescue, ATP luminescence, 24 h; 0 = TNF only, 100 = no-TNF cells. activation (protection from cell death), % at 10 µM. 0.068% of 220,000 active;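 active = activation, meaning protection from cell death, of at least 50% relative to plate controls; inactive = activation below 50%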;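 note: necroptosis triggered by 40 ng/mL TNF-alpha added together with compound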
NCF1 inh – p47phox/p22phox peptide binding inhibitors, primary screen, biochemical, uHTS, NADPH oxidase regulatory subunit. inhibition, % at 24.7 µM. fluorescence polarization, 2 h. Neutrophil cytosol factor 1 (Homo sapiens), P14598. 0.53% of 220,000 active;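 active = inhibition above about 30%, limit read from the data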;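 note: 0% = p47phox with labelled peptide and 100% = labelled peptide alone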
Target sequence (P14598 whole entry, looked up): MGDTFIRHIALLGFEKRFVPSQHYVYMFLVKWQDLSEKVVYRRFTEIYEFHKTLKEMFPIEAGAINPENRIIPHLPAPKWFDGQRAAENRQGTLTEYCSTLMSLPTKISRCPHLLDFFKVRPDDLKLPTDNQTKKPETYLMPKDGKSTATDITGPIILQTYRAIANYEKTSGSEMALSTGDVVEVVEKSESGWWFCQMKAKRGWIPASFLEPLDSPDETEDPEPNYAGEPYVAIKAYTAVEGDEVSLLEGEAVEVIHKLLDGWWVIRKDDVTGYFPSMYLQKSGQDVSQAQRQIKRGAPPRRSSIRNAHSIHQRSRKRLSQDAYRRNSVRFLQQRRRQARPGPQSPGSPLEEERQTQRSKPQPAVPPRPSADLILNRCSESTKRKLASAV
* hit, by the source's call; nt = no result given.

Values in the order – zfTRPN1 agonist	Runt-SMMHC FRET	TRPML3 ag	CHOP inh	PPC-1+TRAIL kill	EBV gp42 block	Mdm2 ligase inh	TNF necrop inh	NCF1 inh
Cc1c(N2C(=O)c3ccccc3C2(O)c2ccccc2)c(=O)n(-c2ccccc2)n1C (centres undefined)
→ -0.8	-4	1.2	-7	-2	-4	3	1.9	5
Cc1ccc(-c2nnn(CC(=O)N3CCN(c4nc5ccccc5s4)CC3)n2)cc1
→ -0.8	3	0.9	44	0	-4	-4	-8.2	-4
CCCC(=O)NCn1nnc(-c2ccc(Cl)cc2)n1
→ 1.2	1	0.6	30	1	10	-3	0.8	3
Cc1cc(C)c(C#N)c(Sc2ccccc2N)n1
→ 0.4	18	-0.3	-5	23	-18	7	-1.9	5
O=C1CCSc2cccc3cccc(c23)N1
→ -1.0	-1	-0.2	-11	24	-26	-13	-1.1	-4
Cn1nnnc1SCc1ccc(C(=O)Nc2ccccc2F)cc1
→ 2.1	-9	0.8	-17	6	-9	-17	-1.2	1
COc1cc(/C=C(\NC(C)=O)C(=O)O)cc(OC)c1OC
→ 1.3	-2	1.0	10	3	-9	-5	1.3	-2
CCN(CC)S(=O)(=O)c1ccc(N2CCOCC2)c(NC(=O)C(C)(C)C)c1
→ 1.4	1	0.9	10	7	-10	nt	1.0	-8
COc1ccc(/C=C/C(=O)Nc2ccccc2C(F)(F)F)cc1OC
→ 0.7	2	-0.2	20	7	-7	-5	-0.3	-4
Cc1ccc(S(=O)(=O)/C(C#N)=C/c2c(N3CCOCC3)nc3c(C)cccn3c2=O)cc1
→ 0.9	-18	0.5	2	2	-18	-13	-0.8	-173
CCCCCCn1nc(C(=O)OCC(=O)NC2CCS(=O)(=O)C2)c2ccccc2c1=O (centres undefined)
→ 0.3	-5	-0.6	12	12	-18	-4	-0.5	2
O=C(c1cccnc1)N1CCN(C(=O)c2ccccc2F)CC1
→ -0.4	4	-0.1	-12	21	-5	-18	-0.4	-14
COC(=O)c1cccc(NC(=O)c2ccccc2)c1
→ -1.3	0	0.4	-22	12	-16	-7	-2.3	-6
O=C1N=C(N2CCN(c3cccc4ccccc34)CC2)S/C1=C/c1cccs1
→ 0.8	4	0.3	42	20	-20	3	-7.8	-60
CS(=O)c1ccccc1-c1nc(-c2ccc(Cl)cc2)no1 (centres undefined)
→ 0.3	0	0.2	11	6	1	-9	0.5	-8
COc1ccc(CCN2C(=O)C3C4CC(C5C(C(=O)NN)=NOC45)C3C2=O)cc1OC (centres undefined)
→ -2.3	2	-0.3	11	6	8	-3	0.1	-6
Nc1nnc(SCc2cccc(C(F)(F)F)c2)s1
→ -1.2	-6	0.2	3	6	-9	-21	-11	-4
O=C(c1ccc(Br)s1)N1CCCC1
→ -0.3	-4	0.4	4	-5	-5	-31	0.0	-9
O=C(C[n+]1cc(-c2ccccc2)n2c1CCC2)OCc1ccccc1
→ 0.8	0	1.3	6	20	-1	-5	1.6	-10
Cc1cc(Cl)ccc1OCC(=O)Nc1ccccc1N1CCOCC1
→ 1.2	0	6.4	34	12	-21	-7	1.3	-1
O=C(Nc1nccs1)c1ccc(-c2ccc(Cl)cc2Cl)o1
→ -1.2	3	0.7	44	42	-1	-19	2.4	-1
Cn1c(SCC(=O)OCC(=O)c2ccccc2)nnc1-c1cccs1
→ 1.5	1	-0.2	-30	15	-11	-13	-0.6	-7
C=C(Br)Cn1c(CCC)nc2ccccc21
→ -0.2	-3	-1.5	-17	-2	-26	-12	-6.5	9
O=C(CSc1nc2ccccc2[nH]1)NC(=O)NCc1ccco1
→ 0.0	-4	0.3	12	6	-10	3	2.6	-15
COC(=O)c1ccc(Cn2cc([N+](=O)[O-])cn2)cc1
→ 0.2	-1	0.2	-7	6	-9	-8	14	-8
C=CCOC(=O)C1=C(C)N=C2SCCC(=O)N2C1c1ccc(OC(=O)c2ccco2)cc1 (centres undefined)
→ 2.9	3	1.9	23	14	-28	-13	-2.1	-28
O=C(O)COc1ccc(C(=O)Cc2ccc3c(c2)OCCCO3)c(O)c1
→ 1.7	1	0.2	-6	4	-1	-15	0.7	5
Cc1ncsc1C(=O)O
→ 1.2	-5	0.7	-5	-4	-17	2	1.1	6
O=C(CSc1cc(Cl)ccc1Cl)NC1CCCc2ccccc21 (centres undefined)
→ -0.4	-5	0.9	10	13	-24	1	2.1	-5
CCN(CC)c1ccc(N)cc1S(=O)(=O)Nc1ccc(OC)cc1
→ -0.8	-3	-0.5	9	6	-19	5	2.0	-14
CCCCOc1ccc(/C=C/C2=CC(C)(C)NC(=S)N2)cc1OCC
→ -0.2	-7	0.1	-10	6	4	-5	-9.5	0
Cc1ccc2nc(-c3ccc(SCC(=O)Nc4nnc(C)s4)nc3)[nH]c2c1
→ -0.2	-7	0.0	105*	21	-24	-20	2.6	7
CCN(CC)CC#CCC1(O)c2ccccc2-c2ccccc21
→ -0.8	-1	1.1	4	11	4	-6	-1.6	-2
CCCCC(CC)C(=O)NCc1ccccc1OC (centres undefined)
→ -1.0	-1	0.1	14	8	-17	-4	-3.5	9
COc1cc(/C=C(/C#N)c2ccccc2)ccc1Oc1ccc([N+](=O)[O-])cn1
→ -0.1	-8	0.6	-7	9	5	-24	-11	-19
C=CCc1cc2c(oc(=O)c3ccccc32)c(C)c1O
→ -1.4	-55	-0.1	-13	3	1	-9	-2.2	-13
O=C(COC(=O)c1ccccc1C(=O)c1ccccc1)NCCc1ccccc1
→ -1.0	-2	-0.6	-6	4	-5	-14	-0.6	-4
CC(C)(C)c1nnc2cccc(Cl)n12
→ -0.5	-2	1.8	30	6	-3	-7	1.1	-6
Cc1ccc(S(=O)(=O)Cc2ccc(C(=O)N3CCCCCC3)o2)cc1
→ -0.5	1	-0.2	30	14	-11	-4	-0.8	-14
CCN(CC)c1ccc(N2C(=O)/C(=C\c3cccnc3)SC2=S)cc1
→ 2.1	-8	0.7	27	-4	-20	-4	-1.7	-15
O=S(=O)(c1cccc(NC(=S)N2CCN(c3ccccc3)CC2)c1)C(F)F
→ 3.3	2	0.5	28	1	-8	-11	0.9	-5
CC1CCc2c(sc(NC(=O)CCCn3cnc([N+](=O)[O-])n3)c2C(N)=O)C1 (centres undefined)
→ 1.3	0	0.5	40	-18	-8	-5	2.3	6
CCOC(=O)C1CCCN(C(=O)CCn2nc(-c3ccccc3)ccc2=O)C1 (centres undefined)
→ 1.5	1	0.7	-6	-14	-9	0	-0.1	-9
Cc1c(C)n(C(=O)CSc2ncn[nH]2)c2ccccc12
→ 0.8	0	-0.3	13	-15	4	-5	-3.0	-1
O=C1c2ccccc2S(=O)(=O)N1Cc1nc2ccccc2s1
→ 0.7	-2	0.8	-3	23	-12	-14	0.2	4
Cc1ccc(OCC(=O)N2N=C(c3ccc(Cl)cc3)CC2c2ccco2)c([N+](=O)[O-])n1 (centres undefined)
→ 0.3	12	0.4	9	19	4	-18	-1.9	-32
O=S(=O)(N/N=C/c1cn(Cc2ccccc2)c2ccccc12)c1ccccc1
→ 0.3	3	-0.7	56	-13	-12	9	0.3	-25
CCOC(=O)N1CCC(N2C(=O)c3ccccc3C2Nc2cc(OC)c(OC)c(OC)c2)CC1 (centres undefined)
→ 0.2	-1	0.1	22	4	-12	-6	-1.1	-2
COc1cccc(N2CCN(CC(=O)C34CC5CC(CC(C5)C3)C4)CC2)c1
→ 0.2	4	0.4	42	2	-3	-7	0.1	-13
COc1ccc(C2(C(=O)N3CCCC3)CCOCC2)cc1OC
→ 1.7	-3	1.2	-3	20	-7	-17	0.4	-7
COc1cc(CN2CCC(C(=O)N3CCC(C)CC3)CC2)cc(Br)c1O
→ -0.9	2	0.5	-4	6	-20	-20	-5.4	-5
c1ccc(-c2nnc(CN3CCN(c4ccccc4)CC3)o2)cc1
→ 1.5	2	-0.6	-1	7	0	-2	0.1	1
c1ccc2nc(-c3ccncc3)ccc2c1
→ 0.2	-1	-0.1	32	26	-5	-4	-9.3	-1
Cc1nn(-c2cccc(Cl)c2)nc1C(=O)O
→ 1.4	0	0.6	3	3	8	2	0.6	-10
COc1ccc(C(c2nnnn2Cc2ccccc2)N2CCN(C(=O)c3ccco3)CC2)cc1 (centres undefined)
→ 0.4	-2	0.3	-1	-3	-2	6	-3.2	-11
CC(OC(=O)C1CC1)C(=O)Nc1cc(C(F)(F)F)ccc1Cl (centres undefined)
→ -0.7	-4	0.1	2	-8	-10	-23	1.3	-2
O=c1c(-c2cccc3ccccc23)[n+]([O-])c2ccccc2n1O
→ 0.5	-61	0.2	-18	18	8	2	-0.2	6
O=C(COC(=O)Cn1[nH]c(=O)c2ccccc2c1=O)Nc1ccc2c(c1)OCO2
→ 1.1	0	0.5	3	7	-29	-27	1.1	-12
Cn1c(=O)c2c(-c3ccccc3)n(Cc3ccccn3)cc2n(C)c1=O
→ 0.9	3	-0.4	9	14	-17	4	-0.8	-4
Cc1ccc(-c2nnn(CC(=O)NCCc3ccc4c(c3)OCO4)n2)o1
→ -0.3	2	0.4	-12	3	-19	-25	-2.4	-24

(listing goes on)
Values in the order – zfTRPN1 agonist	Runt-SMMHC FRET	TRPML3 ag	CHOP inh	PPC-1+TRAIL kill	EBV gp42 block	Mdm2 ligase inh	TNF necrop inh	NCF1 inh
COc1cc(Cl)cc(/C=C/c2ccc3ccccc3n2)c1OC(C)=O
→ 0.0	-23	0.5	46	16	-8	-15	-0.5	-5
COc1ccc(-c2nc(CS(=O)CC(=O)NCc3cccnc3)c(C)o2)cc1OC (centres undefined)
→ 2.3	-2	0.4	-4	18	-12	-15	-0.7	-14
Nc1nc(Nc2ccccc2F)nc(NCCO)c1[N+](=O)[O-]
→ -1.1	-1	-0.1	7	-9	-6	-10	0.3	-21
Cn1c(CN2CCOCC2)nnc1SCC(=O)Nc1nccs1
→ -0.2	-1	0.3	-16	18	-4	-1	-0.9	2
Cc1ccc(Cl)cc1NC(=O)c1ccc(CSc2nnnn2C)cc1
→ 0.3	1	0.4	31	-16	-1	-8	2.7	-8
